High-throughput results (PubChem BioAssay)
Apoferritin bind = candidate novel general anesthetic via apoferritin binding; P02791; apoferritin/1-aminoanthracene competitive binding, fluorescence; Potency, µM (highest dose often 77.5 µM), without a hit: at the highest dose activity change, negative = displacement, actives largely listed as inhibitors; hit rate 0.074% among 350,000; AID 485281; also: potency is read from the fitted curve at half-maximal effect; % is scaled to controls: 0 for no effect and ±100 for the full control effect; nearly all actives have a fitted effect of over 20% in size
Target sequence (P02791 2-175 limits assumed): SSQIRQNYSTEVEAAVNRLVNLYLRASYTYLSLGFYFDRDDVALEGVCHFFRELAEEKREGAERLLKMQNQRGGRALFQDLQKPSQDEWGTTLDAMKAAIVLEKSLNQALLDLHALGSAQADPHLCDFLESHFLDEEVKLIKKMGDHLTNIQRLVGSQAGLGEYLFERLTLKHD
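Apoferritin-based anesthetic binding model; compound displacement of fluorescent 1-AMA measured as endpoint fluorescence after 10 minutes at room temperature, scaled to free-ligand and complex controls.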
BLM inh = Bloom syndrome helicase (human) inhibition | recombinant BLM DNA unwinding, fluorescence dequenching | hit rate 0.2% among 350,000 | P54132 | Potency, µM (highest dose often 56.1 µM), inactives show top-dose activity change, negative = inhibition, actives largely listed as inhibitors;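 also: potency is read from the fitted curve at half-maximal effect; plate controls were vehicle for no effect and no enzyme for full effect; nearly all actives have a fitted effect of over 35% in size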
POLI inh = blocks human DNA polymerase iota activity. Q9UNA4. Pol iota fluorescent replication assay, 10 min. Potency, µM (doses to about 115 µM), without a hit: at the top dose activity, negative = inhibition, usual class: inhibitors. hit rate 1% among 390,000; also: potency is read from the fitted curve at half-maximal effect
Target sequence (Q9UNA4 whole entry, looked up): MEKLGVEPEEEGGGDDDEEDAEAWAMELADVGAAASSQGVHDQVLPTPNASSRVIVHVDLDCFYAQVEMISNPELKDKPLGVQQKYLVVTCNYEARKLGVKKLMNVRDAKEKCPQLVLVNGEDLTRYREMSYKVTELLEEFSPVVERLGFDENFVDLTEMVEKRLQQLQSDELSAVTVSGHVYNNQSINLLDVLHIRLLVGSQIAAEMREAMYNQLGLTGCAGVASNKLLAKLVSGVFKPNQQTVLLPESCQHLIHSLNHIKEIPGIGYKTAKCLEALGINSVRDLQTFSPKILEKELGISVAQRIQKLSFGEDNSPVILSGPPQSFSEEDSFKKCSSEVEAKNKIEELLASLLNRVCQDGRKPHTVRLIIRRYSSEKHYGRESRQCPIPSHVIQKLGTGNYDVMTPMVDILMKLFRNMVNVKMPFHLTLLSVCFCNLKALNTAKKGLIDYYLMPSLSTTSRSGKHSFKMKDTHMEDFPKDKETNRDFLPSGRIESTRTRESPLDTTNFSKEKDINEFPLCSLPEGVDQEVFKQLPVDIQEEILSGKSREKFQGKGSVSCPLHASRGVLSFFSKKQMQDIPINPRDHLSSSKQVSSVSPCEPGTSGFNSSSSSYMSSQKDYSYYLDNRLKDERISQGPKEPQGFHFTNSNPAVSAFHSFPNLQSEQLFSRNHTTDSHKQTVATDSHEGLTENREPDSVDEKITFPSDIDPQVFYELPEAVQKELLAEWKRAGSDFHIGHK
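Fluorescent replication assay read twice, at 0 min and 10 min after adding 50 nM (final) substrate. Enzyme (10 nM) and compounds were first incubated 15 min at room temperature; enzyme-free buffer wells were negative controls.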
Pol beta inh = blocks human DNA polymerase beta activity; P06746; Pol beta primer extension/strand displacement, fluorescence kinetic; Potency, µM (doses to about 114 µM), for the others: top-dose activity change, negative = inhibition, most hits filed as inhibitors; hit rate 1.3% among 340,000; AID 485314; also: potency is read from the fitted curve at half-maximal effect; % is scaled to controls: 0 for no effect and ±100 for the full control effect
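Human Pol beta at 10 nM; strand-displacement substrate 50 nM final. Compound exposure 15 min at room temperature before start, reaction 10 min at room temperature.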
Pol kappa inh = blocks human DNA polymerase kappa activity; hit rate 0.53% among 400,000; AID 588579; Q9UBT6; purified Pol kappa, fluorescent DNA synthesis assay, 10 min; Potency, µM (series often up to 107 µM), for the others: at the top dose activity, negative = inhibition, most hits filed as inhibitors; also: potency is read from the fitted curve at half-maximal effect; % is scaled to controls: 0 for no effect and ±100 for the full control effect
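Here, compound and 10 nM enzyme are combined for 15 min at room temperature; adding 50 nM substrate (final) starts DNA synthesis, tracked by fluorescence at 0 and 10 min against buffer-only wells.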
RXFP1 antag = RXFP1 (human) relaxin receptor antagonism. HEK293-RXFP1, relaxin-stimulated cAMP HTRF, 30 min; hits give low values. activity change, negative = inhibition, % at 57.5 µM. hit rate 0.59% among 350,000;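 active = activity change of -60% or lower, but not beyond a set lower limit; inconclusive = change between -60% and -40%, or beyond the set limit; inactive = change above -40%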; also: % is scaled to controls: 0 for no effect and ±100 for the full control effect
Tb PGK inh = T. brucei PGK inhibition | P07378 | PGK/GAPDH coupled, Kinase-Glo luminescence, 60 min | Potency, µM (top dose mostly 57.5 µM), for inactives: at the highest dose activity change, negative = inhibition, actives largely listed as inhibitors | hit rate 0.043% among 380,000; also: potency is read from the fitted curve at half-maximal effect; % is scaled to controls: 0 for no effect and ±100 for the full control effect; nearly all actives have a fitted effect of over 60% in size
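Recombinant glycosomal PGK reaction used 1,3-bisphosphoglycerate generated in-well by GAPDH (100nM final) in 100mM TEA pH 7.6, 5mM MgCl2, 0.01% Tween-20. After 60 minutes at room temperature, ATP was read by Kinase-Glo Plus luminescence end-point.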
APE1 inh = inhibitors of human APE1 endonuclease | Potency, µM (series often up to 65.8 µM), for the others: at the highest dose activity change, negative = inhibition, hits mostly inhibitors | hit rate 0.35% among 350,000 | recombinant APE1, TAMRA/BHQ-2 abasic DNA cleavage fluorescence;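 also: potency is read from the fitted curve at half-maximal effect; plate controls were vehicle for no effect and reference inhibitor for full effect; nearly all actives have a fitted effect of over 55% in size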
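Endonuclease cleavage of a quenched abasic-site DNA duplex (50 nM) by APE1 (0.75 nM) was tracked by TAMRA dequenching. Compounds were preincubated with enzyme 15 min at room temperature; data normalized to buffer-only and DMSO wells plus NSC13755 control.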
Pol eta inh = inhibitors of human DNA polymerase eta; recombinant Pol eta, fluorescent DNA replication assay; Potency, µM (series often up to 114 µM), inactives show at the highest dose activity change, negative = inhibition, actives largely listed as inhibitors; AID 588591; hit rate 1.2% among 390,000; Q9Y253; also: potency is read from the fitted curve at half-maximal effect; % is scaled to controls: 0 for no effect and ±100 for the full control effect
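Pol eta at 10 nM preincubated with compounds 15 min at room temperature; reaction started with fluorescent substrate (50 nM final) and read kinetically at 0 and 10 min.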
Active calls of the source: *; i = inactive; ? = inconclusive; nt = no result given; [ ] = remark or other dose. Unless noted, calls follow the shape of the dose curve; as a rule, active = well fitted curve in the direction sought with a large enough effect; inconclusive = small, poorly fitted or top-dose-only effect, or another doubt; inactive = no such curve, though single readings can be large; an effect the other way counts as inactive or inconclusive. An excerpt; the hit share may differ from the screen's.

SMILES | Apoferritin bind | BLM inh | POLI inh | Pol beta inh | Pol kappa inh | RXFP1 antag | Tb PGK inh | APE1 inh | Pol eta inh
COc1ccccc1C(=O)NC(=O)COc1ccc([N+](=O)[O-])cc1 | nt | nt | 19% | nt | -20% | -28 | -5% | -13% | -7%
COc1ccc(NC2=NC(C)(CO)CS2)cc1 (stereo not drawn) | -14% | -1% | 20% | -17% | 6% | -7 | -7% | 1% | -15%
COc1ccccc1/C=C/C(=O)NC(=S)N(C)C1CCCCC1 | ? | -9% | 10% | -3% | -8% | -25 | i | -6% | -11%
CCn1c(CCCc2ccc(OC)c(C)c2)n[nH]c1=S | -15% | -7% | 26% | 0% | 9% | -3 | i | 1% | -1%
Cc1cc(C)n2nc(C(=O)N/N=C/c3ccccc3Cl)nc2n1 | -5% | 4% | 43%[activator] | 22% | -2% | -5 | 3% | 13% | 0%
COc1cccc(C(C(=O)NC2CCCC2)N(Cc2cccnc2)C(=O)Cc2cccs2)c1 (stereo not drawn) | 4% | 2% | 135%[activator] | 40% | -3% | 2 | -7% | -24% | -10%
O=C(CCn1cnc2ccccc21)N/N=C/c1ccc(O)cc1 | -16% | 4% | 24% | 7% | 5% | -5 | 0% | 1% | -9%
COc1ccc(Cl)cc1NC(=O)CN1CCCC1 | -5% | 5% | 7% | 2% | -3% | -12 | i | -1% | 9%
CCOc1cccc(CC(=O)NCc2ccc3c(c2)CCN3C(C)=O)c1OCC | 0% | 1% | 43%[activator] | 8% | -1%[60.1 µM] | -12 | i | nt | -16%
CCc1cccc(C)c1NC(=O)CNCc1ccccc1 | 10% | -11% | 133%[activator] | -3%[57.1 µM] | 1% | 11 | i | -1% | -13%
C=CCOC(=O)/C(=C/c1ccco1)NC(=O)/C=C/c1ccccc1 | -21% | -6% | 23% | 1% | -7% | 2 | -1% | 5% | -1%
O=C(O)c1cccnc1SC1CC(=O)N(CCc2ccccc2)C1=O (stereo not drawn) | -9% | 2% | -5%[58.9 µM] | -4% | 0% | 25 | i | 0% | 1%
Cc1ccc2nc(/C(C#N)=C\c3ccc([N+](=O)[O-])o3)[nH]c2c1 | -12% | -8% | ? | 7% | -3% | -20 | -12% | -2% | -30%
O=c1[nH]c(/C(Cl)=C/c2c(F)cccc2Cl)nc2cc(Cl)ccc12 | 2% | -2% | 116%[activator] | 8% | -3% | -2 | i | 2% | 0%
O=C(CCCc1nc2ccccc2s1)NC(c1ccccc1)c1ccccc1 | -12% | 2% | 76%[activator] | 3% | -1% | -8 | -3% | 1% | -13%
Clc1ccc(Oc2cccc(/C=N/n3cnnc3)c2)cc1 | ? | -6% | 11% | 6% | -6% | -25 | 4% | -5% | -14%
COc1ccc(CCN2CC(C(=O)NCc3c(C)n[nH]c3C)CCC2=O)cc1 (stereo not drawn) | -6% | 0% | 9% | 12% | -6% | 0 | i | 23% | -15%
O=S(=O)(NCc1ccccc1Cl)c1ccc(N2CCCCS2(=O)=O)cc1 | 42%[activator] | 0% | -2% | -13% | -12%[60.1 µM] | 6 | -4% | nt | -8%
CCCc1cc(=O)[nH]c(SCC(=O)c2cc(C)n(C3CC3)c2C)n1 | ? | -1% | -9% | 15% | 0% | -10 | i | 3% | -9%
O=C(Cc1ccc(Cl)cc1)NCC(c1cccs1)S(=O)(=O)c1ccc(F)cc1 (stereo not drawn) | -12% | -2% | 43%[activator] | 4% | -9%[60.1 µM] | nt | -10% | nt | -24%
CCN(CC)CC(C)CNC(=O)CC(C(=O)N1CCc2ccccc21)n1ccnc1 (stereo not drawn) | 1% | 1% | 31%[activator] | 0% | 3% | 3 | 0% | 8% | 2%
CCc1ccccc1NC(=O)/C(=C/c1ccccc1)c1ccccc1 | -2% | -7% | 3% | -20% | -12% | -8 | -3% | -3% | -17%
CCOC(=O)c1ccc2nc(Nc3nc4ccc(F)cc4s3)sc2c1 | 11% | 7% | -2% | 30% | -13% | 11 | 0% | 0% | -8%
O=C(COc1cccc2ccccc12)N/N=C/c1ccco1 | ? | -1% | 12% | 0% | -2% | -6 | 6% | -3% | 0%
CN(C(=O)c1cccc(C#N)c1)c1nnc(C2CCOC2)s1 (stereo not drawn) | 6% | -3% | 11% | -15% | 0% | -2 | 7% | -2% | -2%

The list goes on.
SMILES | Apoferritin bind | BLM inh | POLI inh | Pol beta inh | Pol kappa inh | RXFP1 antag | Tb PGK inh | APE1 inh | Pol eta inh
CCCn1nnc(NC(=O)c2ccccc2Br)n1 | -9% | -3% | 23% | 2% | -5%[60.1 µM] | 9 | -9% | -1% | -10%
COc1ccc(-c2[nH]ncc2CNC(C)c2ccccc2Cl)cc1F (stereo not drawn) | -21% | -1% | 19% | 2% | -2% | -2 | -2% | 0% | -11%
COc1ccc(NC(=O)CN2C(=O)NC(c3ccccc3)(c3ccccc3)C2=O)cc1 | -9% | -10% | 1% | -10% | -7% | -4 | i | 64%[activator] | -14%
CC(=O)c1ccc(NC(=O)C(Cc2ccccc2)NC(=O)c2ccco2)cc1 (stereo not drawn) | -16% | -2% | 3% | 21% | -16% | 0 | -1% | -3% | -12%
C/C=C/c1ccc(OCC(=O)OCC)c(OC)c1 | -4% | -4% | -18% | 30% | -7% | 4 | 3% | 3% | -6%
NC(=O)c1ccc[n+](CC(=O)c2ccc(NC(=O)c3ccccc3)cc2)c1 | -6% | -3% | 98%[activator] | -1% | -6% | 5 | -1% | 35% | -11%
CC(C)(C)C(=O)Nc1ccc2oc(-c3cc(F)c(F)cc3Cl)nc2c1 | -8% | 2% | -1% | 9% | -17% | -32 | 0% | ? | -1%
O=C(O)c1ccccc1NS(=O)(=O)c1ccccc1C(F)(F)F | -4% | -1% | -12% | 0% | -20% | 14 | 3% | 1% | 2%
CC(=O)c1cccc(NC(=O)CSc2n[nH]c(-c3ccncc3)n2)c1 | nt | nt | 11% | nt | -3% | -6 | -6% | 14% | -3%
Cc1cc(C(=O)N(CCC#N)Cc2cccs2)no1 | -2% | -4% | 71%[activator] | 10% | -4% | 24 | -5% | -2% | 4%
OCCC1CN(C2CCN(c3ccccc3)CC2)CCN1Cc1ccc(F)c(F)c1 (stereo not drawn) | -9% | -8% | 9% | 0% | -7% | 3 | -9% | 3% | -9%
O=C(c1ccc2c(c1)N(Cc1ccccc1)C(=O)c1ccccc1S2(=O)=O)N1CCOCC1 | -3% | 0% | 26% | 0% | -7% | 2 | nt | nt | nt
Cn1nnnc1SCc1nnc(-c2ccccc2Br)o1 | -21% | -7% | 8% | ? | -1% | -1 | 5% | -5% | ?
COc1cccc(NC(=O)CN(C)S(=O)(=O)c2ccc3[nH]c(=O)oc3c2)c1 | 0% | -1% | ? | 0% | -23% | 10 | i | 60%[activator] | -7%
COc1ccc(NC(=O)CCNS(=O)(=O)c2ccccc2F)cc1S(N)(=O)=O | -5% | 2% | 103%[activator] | 11% | -4% | -10 | -1% | -11% | -17%
CC(=O)CSc1nnc(Cc2ccc([N+](=O)[O-])cc2)o1 | -14% | -3% | 17% | 29% | -2% | 9 | -5% | -6% | -12%
Cn1c(/C=C/c2cccc([N+](=O)[O-])c2)nc2ccccc2c1=O | -6% | -3% | 28% | 24% | -2% | -5 | -7% | 11% | -14%
Cc1[nH]c2ccccc2c1C1(O)C(=O)N(Cc2ccc3c(c2)OCO3)c2ccccc21 (stereo not drawn) | -24% | -10% | 1% | 6% | -19% | -7 | i | -7% | -16%
Cc1ccc(-n2cc(C(=O)c3ccc(N4CCN(C)CC4)cc3)nn2)cc1Cl | -6% | 2% | 10% | -19% | -1% | 1 | -2% | 0% | 5%
CCN(CC)c1ccc(C(=O)OCC(=O)N2CCCC2)cc1 | -7% | -5% | 25% | 24% | 1% | -17 | 8% | 23% | -11%
COC(=O)/C(C#N)=C/c1c(N2CCN(c3ccc(OC)cc3)CC2)nc2c(C)cccn2c1=O | 2% | -7% | 19% | -13% | -5% | 2 | 0% | 43% | -7%
C=CCNc1cnn(CC(C)=O)c(=O)c1Br | -11% | 1% | -8% | 2% | -6% | -1 | i | -10% | -15%
Oc1cc(-c2ccccc2)c2ccccc2c1 | -20% | -9% | 45%[activator] | 6% | -4% | ? | -2% | 3% | -30%
CC1CCN(CCc2nc3cc(NS(=O)(=O)c4ccccc4)ccc3n2C)CC1 | -14% | 4% | -10% | 11% | -3% | -2 | -1% | 0% | -17%
CC(=O)Nc1ccn(C2OC(C(COC(C)=O)NC(=O)C3CCCN3C(=O)OC(C)(C)C)C(OC(C)=O)C2OC(C)=O)c(=O)n1 (stereo not drawn) | -6% | -1% | 8% | nt | -2% | nt | nt | -5% | nt
COC(=O)c1ccc(NC(=S)N2CCN(C)CC2)cc1 | -7% | -4% | -17% | -4% | -11% | -2 | -10% | 1% | -9%
COc1ccccc1NC(=O)CN1CCC(c2nc3ccc(C)cc3[nH]2)CC1 | -23% | -2% | 10% | -7% | -2% | 6 | 4% | 0% | -21%
CCOc1ccc(S(=O)(=O)Nc2cccc(C(=O)N(C)CC(=O)Nc3ccc(OC)cc3)c2)cc1 | nt | nt | 1% | nt | -10% | -3 | 0% | nt | -17%
CCN(CC)P(=O)(Nc1ccc(C)cc1Br)c1ccc(N(C)C)cc1NC(=O)c1ccco1 (stereo not drawn) | -13% | -12% | 31%[activator] | -3% | -16% | -14 | i | ? | -20%
O=C(COC(=O)c1cc[n+]([O-])cc1)Nc1ccc(Cl)c(C(F)(F)F)c1 | nt | nt | 15% | nt | -11% | 3 | 5% | 5% | 0%

In the list so far, 4 have a nitro group on carbon.
SMILES | Apoferritin bind | BLM inh | POLI inh | Pol beta inh | Pol kappa inh | RXFP1 antag | Tb PGK inh | APE1 inh | Pol eta inh
COc1ccccc1C(=O)NC(=O)COc1ccc([N+](=O)[O-])cc1 | nt | nt | 19% | nt | -20% | -28 | -5% | -13% | -7%
Cc1ccc2nc(/C(C#N)=C\c3ccc([N+](=O)[O-])o3)[nH]c2c1 | -12% | -8% | ? | 7% | -3% | -20 | -12% | -2% | -30%
CC(=O)CSc1nnc(Cc2ccc([N+](=O)[O-])cc2)o1 | -14% | -3% | 17% | 29% | -2% | 9 | -5% | -6% | -12%
Cn1c(/C=C/c2cccc([N+](=O)[O-])c2)nc2ccccc2c1=O | -6% | -3% | 28% | 24% | -2% | -5 | -7% | 11% | -14%
